# NFkB transloc pot: enhances IL-1B driven NFkB nuclear translocation. HUVEC IL-1B NFkB p65 nuclear translocation imaging. activation, % at 2 µM. actives 0.3% (n = 94,000);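 active = activation above 40%, about the mean plus 3 SD, also judged a hit on visual image review; inconclusive = activation above 40% but not a hit on visual review; inactive = activation not above 40% and no visual hit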;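 note: percent activation is computed from the nuclear over cytoplasmic p65 intensity ratio; values of inactives mirror those of a sister screen read the other way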
# MRP resist rev: MRP-mediated drug resistance reversal | AID 602 | actives 0.04% (n = 85,000) | differential viability (reversal), % at 10 µM | H69AR cells + 2 uM doxorubicin, CellTiter-Glo, 72 h;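 active = viability drop by adding the cancer drug above about 55%, with treated viability meeting a 40% cutoff, limit read from the data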;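 note: viability without doxorubicin minus viability with 2 µM doxorubicin for each compound; larger differential means the compound sensitizes cells more to doxorubicin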
# NFkB transloc inh: blocks IL-1B driven NFkB nuclear translocation in HUVEC cells; HUVEC IL-1B NFkB p65 nuclear translocation imaging; inhibition, % at 2 µM; actives 0.43% (n = 94,000); AID 796;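 active = inhibition above about 30% together with a positive call from visual inspection of the well image, limit read from the data; inconclusive = inhibition above a set limit but visual check negative; inactive = inhibition not above a set limit, visual check negative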;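 note: nuclear over cytoplasmic p65 intensity ratio measured by imaging; 0% = IL-1B stimulated DMSO wells and 100% = unstimulated DMSO wells; values of inactives mirror those of a sister screen read the other way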
# PLAP inhibition: inhibition of human placental alkaline phosphatase – biochemical, luminescence, HTS (AID 690); purified PLAP, luminescent substrate; higher % means a stronger effect; actives 0.08% (n = 96,000); inhibition, % at 20 µM, or IC50 in µM where a hit was titrated; in the data active = a potency from the dose series; inactive = the rest, 99 in 100 with inhibition below about 30%; note: strong numbers were not always called active
# Bcl-B TR3 displacers: displacers of TR3 peptide from Bcl-B, primary screen, selectivity assay for Bfl-1 inhibitor project, biochemical, fluorescence polarization; FP displacement of FITC-TR3 peptide from Bcl-B; higher % means a stronger effect; one-dose displacement, % at 20 µM; IC50 in µM for titrated hits; actives 0.11% (n = 96,000); AID 748;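 active = displacement above 50% at 20 µM plus a fluorescence interference ratio under 1.5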;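 note: plate controls were wells without compound for no effect and wells lacking Bcl-B protein for full effect; a part of the inactive calls stands beside numbers as strong as those of hits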
# MRP resist rev cytotoxicity: also measured in MRP resist rev; calls as there; viability, %; H69AR cells, CellTiter-Glo, 72 h; measured here: cytotoxicity without doxorubicin
# MRP resist rev with doxorubicin: second read-out of MRP resist rev, no call of its own (marks repeat the call); viability, %; measured here: viability with 2 uM doxorubicin; hits give low values
# NFkB transloc inh cell count 2 µM: further read-out of NFkB transloc inh, marked with its call; cell count; measured here: cells passing quality filter;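 raw number of nuclei counted in each imaged well without normalization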
# NFkB transloc pot cell count 2 µM: further read-out of NFkB transloc pot, marked with its call; cell count; measured here: cells passing quality filter
# An asterisk follows results filed as active; ? = inconclusive; . = not tested or not shown. An excerpt; rates above refer to the full screens.
SMILES,NFkB transloc pot,NFkB transloc pot cell count 2 µM,MRP resist rev,MRP resist rev cytotoxicity,MRP resist rev with doxorubicin,NFkB transloc inh,NFkB transloc inh cell count 2 µM,PLAP inhibition,Bcl-B TR3 displacers
O=C1CC(=C(c2ccccc2)c2ccccc2)C(=O)N1CCN1CCN(c2cccc(Cl)c2)CC1,7.1,169,.,.,.,-7.1,169,-37.6%,-4.3%
Cn1c(=O)oc2cc(C(=O)c3ccccc3)ccc21,3.2,140,8.6,84.6,76.0,-3.2,140,17.5%,-3.5%
COc1ccc(N2Nc3n[nH]c(N)c3N2)cc1,-6.8,144,14.8,108.7,94.0,6.8,144,.,.
CC(C)c1ccc(NC(=O)C(c2ccc3c(c2)OCO3)N2CCN(C(=O)c3ccco3)CC2)cc1 (configuration not stated),.,.,.,.,.,.,.,-81.1%,-12.5%
CC1(C)Cc2c(C#N)c(NCCc3ccccc3)nc(-c3ccco3)c2CO1,.,.,0.5,58.6,58.1,.,.,-23.3%,-7.9%
Cc1cc(C)c(C#N)c(SCc2ccc(C#N)cc2)n1,4.9,146,-15.8,60.8,76.6,-4.9,146,9.2%,-5.5%
CCSC1=NC(=O)/C(=C2/C=Cc3ccccc3N2CC)S1,23.8,129,-8.1,69.7,77.7,-23.8,129,13.9%,-1.9%
Cn1c2ccccc2c2ncn(CCCN3CCOCC3)c(=O)c21,6.4,163,9.8,83.7,73.9,-6.4,163,-20.4%,9.4%
O=C1CC(N(C(=O)c2ccco2)c2ccc(F)cc2)C(=O)N1c1ccc(F)cc1 (configuration not stated),8.4,56,16.1,99.7,83.6,-8.4,56,1.0%,-15.4%
COc1ccc(C(=O)CSc2nnnn2Cc2ccccc2)cc1,7.8,107,11.1,100.2,89.1,-7.8,107,-16.8%,-4.7%
c1coc(Cn2c(-c3ccco3)nc3ccccc32)c1,8.5,186,-3.6,89.1,92.8,-8.5,186,11.4%,-1.9%
CCN(CC(=O)NC1CCS(=O)(=O)C1)C(=O)COc1ccccc1-c1ccccc1 (configuration not stated),-5.2,115,7.8,104.6,96.7,5.2,115,.,8.8%
CC(=O)C(C)Oc1ncn(-c2ccccc2)n1 (configuration not stated),-2.5,72,-6.5,95.4,101.9,2.5,72,8.5%,-5.6%
CCC(C)N(C)Cc1cccc(C2(O)CCN(S(=O)(=O)c3ccc(F)cc3)CC2)c1 (configuration not stated),-4.3,118,19.2,93.1,73.9,4.3,118,-31.1%,-14.6%
CCCCCc1nc2c(=O)n(C)c3ccccc3c2o1,18.3,163,0.4,79.6,79.2,-18.3,163,-19.8%,2.7%
N#Cc1c(NCCN)nc(-c2ccco2)c2c1CCCC2,-5.9,107,-10.2,7.1,17.3,5.9,107,-14.9%,-1.7%
CCOC(=O)Cn1c2c(c(-c3ccccc3OC)cc1=O)CCCC2,3.8,144,15.6,100.0,84.4,-3.8,144,.,-4.1%
CCCNCc1cc(Cl)c(OCC)c(Cl)c1,-10.2,97,18.6,97.1,78.5,10.2,97,.,.
O=P(Cc1nnco1)(c1ccccc1)c1ccccc1,14.6,170,11.2,97.5,86.3,-14.6,170,-113.5%,-0.8%
Cc1ccccc1Oc1ncnc2oc(-c3ccccc3)cc12,9.5,140,.,.,.,-9.5,140,5.0%,-34.6%
CCOCCCNC(=O)c1c(C)c(C(=O)OCC)n(C)c1C,.,.,10.0,101.6,91.6,.,.,-29.3%,-0.9%
CCC(=O)c1ccc(OCC(O)Cn2c(C)nc3ccccc32)cc1 (configuration not stated),4.1,90,-10.1,73.2,83.3,-4.1,90,-30.7%,-1.5%
CCOC(=O)c1nn(-c2ccc(F)cc2)c(C)c1C(C)=O,18.9,171,.,.,.,-18.9,171,11.3%,11.9%
CC(NC(=O)CSc1nc(=O)cc(N)n1CCc1ccccc1)c1ccccc1 (configuration not stated),3.6,162,.,.,.,-3.6,162,11.8%,7.0%
c1ccc(-n2c(-c3ccncc3)nnc2N2CCOCC2)cc1,-2.6,184,17.0,99.5,82.5,2.6,184,9.1%,-1.6%
O=c1[nH]c2ccccc2n1CCCOc1ccccc1,?,.,8.2,94.8,86.6,-60.9,183,18.5%,2.2%
COc1cccc(CNCCOCCO)c1OC,32.5,89,-3.6,104.1,107.7,-32.5,89,-9.1%,-2.3%
O=C(CSc1nnc(-c2c[nH]c3ccccc23)n1CC1CCCO1)Nc1ccc2c(c1)OCCO2 (configuration not stated),11.3,137,14.8,96.5,81.7,-11.3,137,-9.1%,-13.5%
Cc1ccc(S(=O)(=O)NCC(c2ccccc2)N2CCN(CCC#N)CC2)cc1 (configuration not stated),10.3,145,-3.6,94.2,97.9,-10.3,145,-53.4%,6.6%
CN(C)c1nc(N)nc(CSc2ccccn2)n1,7.4,121,14.8,91.0,76.2,-7.4,121,12.4%,-0.5%
COCCOC(=O)c1c(C)nc(SCC(=O)Nc2ccc(OC)cc2)c(C#N)c1-c1ccco1,7.5,69,11.0,84.0,73.0,-7.5,69,-9.7%,0.4%
CC(C)c1ccccc1NC(=O)c1cnccn1,15.7,140,-0.7,82.1,82.8,-15.7,140,-18.0%,27.5%
Cc1ccc2cccc(NC(=O)C(F)(F)F)c2n1,-11.5,157,4.0,104.3,100.3,11.5,157,-18.1%,3.7%
Cc1cc(N2CCN(c3cccc(C(F)(F)F)c3)CC2)n2nc(C)nc2n1,.,.,-12.4,55.0,67.4,.,.,-16.7%,-14.1%
CNc1nnc(-c2cc3ccccc3oc2=O)s1,6.5,89,5.2,100.0,94.8,-6.5,89,2.85µM*,-3.9%
O=C1CC(c2ccccc2)CC(O)=C1C=NCCN1CCOCC1 (configuration not stated),.,.,15.4,103.1,87.7,.,.,3.1%,2.9%
O=S(=O)(Nc1nc2ccccc2nc1NCc1ccco1)c1ccc(Cl)cc1,2.6,125,9.1,89.4,80.3,-2.6,125,-14.7%,6.2%
COc1ccc(C(=O)NCc2cccnc2)cc1Br,4.7,60,-8.4,98.1,106.5,-4.7,60,-5.9%,-0.3%
O=C(Nc1nccs1)C(NS(=O)(=O)c1ccc(Br)s1)c1ccccc1 (configuration not stated),6.3,163,-8.3,84.2,92.5,-6.3,163,-51.1%,-3.3%
O=C(Cc1cccs1)Nc1ccc(S(=O)(=O)Nc2ncccn2)cc1,27.3,134,5.4,104.0,98.5,-27.3,134,-17.5%,-127.0%
COc1ccc(S(=O)(=O)Nc2ccc(S(=O)(=O)Nc3ccc(F)cc3)cc2)cc1C,-12.2,84,-28.9,44.0,72.9,12.2,84,.,.
CCOC(=O)C(C(C)=O)C(c1ccc(OCCC(C)C)cc1)C(C(C)=O)C(=O)OCC (configuration not stated),26.9,133,-2.0,80.0,82.1,-26.9,133,.,.
Cn1nnnc1SCC(=O)NCCCc1ccccc1,-3.9,110,-12.8,85.0,97.9,3.9,110,7.6%,-7.5%
Nc1nc(Nc2ccc(Cl)cc2Cl)nc(C(F)(F)F)n1,22.9,147,6.3,98.2,91.9,-22.9,147,25.7%,-1.4%
COCCNC(=O)c1cc2c(=O)n(C)c3ccccc3c2n1C,-8.2,207,8.2,81.2,72.9,8.3,207,12.4%,-6.8%
COc1ccc(Cl)cc1C(=O)NCCN(C)C,-2.9,96,5.0,93.0,88.0,2.9,96,-0.4%,5.6%
CCCCCn1c2nc3ccccc3nc2c2c(=O)n(CC3CCCO3)c(C)nc21 (configuration not stated),.,.,-14.5,43.5,58.0,.,.,-56.1%,-8.4%
Cn1c(=O)c2c(-c3cccc(F)c3)c3c(nc2n(C)c1=O)-c1ccccc1C3O (configuration not stated),-5.4,133,.,.,.,5.4,133,-7.4%,12.6%
CN(Cc1ccccc1)c1ncnc2ccc(Br)cc12,-15.3,86,-13.2,75.8,89.0,15.3,86,-45.6%,-7.0%
C=CCn1c(CSc2nc3ccccc3s2)nnc1SCC(=O)NCCN1CCOCC1,2.1,138,-4.6,84.4,89.0,-2.1,138,-31.2%,2.3%
CN(C(=O)CSC1=NCCS1)c1ccccc1,-5.3,189,13.6,87.5,73.8,5.3,189,13.1%,-1.9%
c1csc(Cn2nnnc2CN2CCN(c3nc4ccccc4s3)CC2)c1,-2.9,206,2.6,82.1,79.5,2.9,206,12.7%,1.3%
COCCNC(=O)C(c1ccc(C)o1)N(C(=O)c1snc(C(N)=O)c1N)c1cccc(C)c1 (configuration not stated),1.4,171,-21.6,67.3,88.9,-1.4,171,-81.2%,-0.7%
Cc1cccc(S(=O)(=O)Nc2ccc(C)c3c2OC(C)(C)C3)c1,4.6,74,-14.4,84.3,98.6,-4.6,74,-31.6%,3.2%
Cc1ccc(C(=O)c2ccc([N+](=O)[O-])cc2)cc1C,10.5,112,25.6,111.9,86.3,-10.5,112,-4.1%,12.2%
CC1CC(C)CN(CCCNC(=O)CCNC(=O)Cn2ccc3ccccc3c2=O)C1 (configuration not stated),-15.9,130,.,.,.,15.9,130,-47.2%,-5.8%
O=C(CCC1COc2ccccc2O1)NCc1ccco1 (configuration not stated),20.2,109,3.6,100.3,96.6,-20.2,109,-2.3%,-4.5%
Cc1ccccc1N1C(=O)c2sc3nc4c(c(=O)n3c2C1=O)CCC4,27.4,113,-2.7,3.4,6.1,-27.4,113,-21.6%,.
COc1ccc(S(=O)(=O)N2CCCC(C(=O)NCCC3=CCCCC3)C2)cc1 (configuration not stated),20.9,135,-4.7,77.4,82.1,-20.9,135,-8.6%,0.2%
COc1ccc(S(=O)(=O)N2CC3C4C=CC(C4)C3C2)cc1 (configuration not stated),5.4,107,4.1,92.6,88.5,-5.4,107,7.9%,-4.7%
O=C(Cn1nnc(-c2ccccc2F)n1)Nc1ccc(S(=O)(=O)NC2CCCC2)cc1,1.9,128,-13.7,91.5,105.1,-1.9,128,6.4%,0.3%
COc1ccc(CCC(=O)N2CCc3ccccc32)cc1,-2.0,115,8.7,93.9,85.2,2.0,115,2.8%,-5.0%

# One compound at a time, as listed above.
# COc1ccc(C(=O)NCc2cccnc2)cc1Br as listed: NFkB transloc pot = 4.7; NFkB transloc pot cell count 2 µM = 60; MRP resist rev = -8.4; MRP resist rev cytotoxicity = 98.1; MRP resist rev with doxorubicin = 106.5; NFkB transloc inh = -4.7; NFkB transloc inh cell count 2 µM = 60; PLAP inhibition = -5.9%; Bcl-B TR3 displacers = -0.3%
# CNc1nnc(-c2cc3ccccc3oc2=O)s1 as listed: NFkB transloc pot = 6.5; NFkB transloc pot cell count 2 µM = 89; MRP resist rev = 5.2; MRP resist rev cytotoxicity = 100.0; MRP resist rev with doxorubicin = 94.8; NFkB transloc inh = -6.5; NFkB transloc inh cell count 2 µM = 89; PLAP inhibition = 2.85µM*; Bcl-B TR3 displacers = -3.9%
# CCSC1=NC(=O)/C(=C2/C=Cc3ccccc3N2CC)S1 as listed: NFkB transloc pot = 23.8; NFkB transloc pot cell count 2 µM = 129; MRP resist rev = -8.1; MRP resist rev cytotoxicity = 69.7; MRP resist rev with doxorubicin = 77.7; NFkB transloc inh = -23.8; NFkB transloc inh cell count 2 µM = 129; PLAP inhibition = 13.9%; Bcl-B TR3 displacers = -1.9%

# Exported as labelled records: entries from further up
molecule: COc1cccc(CNCCOCCO)c1OC
  NFkB transloc pot = 32.5
  NFkB transloc pot cell count 2 µM = 89
  MRP resist rev = -3.6
  MRP resist rev cytotoxicity = 104.1
  MRP resist rev with doxorubicin = 107.7
  NFkB transloc inh = -32.5
  NFkB transloc inh cell count 2 µM = 89
  PLAP inhibition = -9.1%
  Bcl-B TR3 displacers = -2.3%

molecule: O=C(CSc1nnc(-c2c[nH]c3ccccc23)n1CC1CCCO1)Nc1ccc2c(c1)OCCO2 (configuration not stated)
  NFkB transloc pot = 11.3
  NFkB transloc pot cell count 2 µM = 137
  MRP resist rev = 14.8
  MRP resist rev cytotoxicity = 96.5
  MRP resist rev with doxorubicin = 81.7
  NFkB transloc inh = -11.3
  NFkB transloc inh cell count 2 µM = 137
  PLAP inhibition = -9.1%
  Bcl-B TR3 displacers = -13.5%

# From PubChem
